Screens as filed in PubChem.
GPR55 LPI antagonism: GPR55 antagonists blocking LPI-driven arrestin recruitment, primary screen, imaging, U2OS, beta-arrestin-GFP, LPI agonist (AID 2013) | U2OS GPR55 beta-arrestin-GFP translocation imaging, LPI antagonism; higher % means a stronger effect | inhibition, % at 10 µM; hits with a dose series show IC50 in µM | 0.13% of 290,000 active;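 active = spots per cell inhibited over 60%, with over 100 cells counted and total cytoplasm intensity under 500,000; inconclusive = wells with under 100 cells, flagged as likely toxic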;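 also: U2OS cells stably carrying GPR55 and arrestin-GFP stimulated by 5 µM LPI near EC80; imaged beta-arrestin-GFP aggregate spots per cell after agonist stimulation; plate controls were LPI-stimulated DMSO wells for no effect and DMSO wells without LPI for full effect; some results filed as inactive read as strong as hits; confirmed hits need IC50 under 10 µM and bright autofluorescent wells are also inconclusive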
GPR35 arrestin U2OS: inhibition of zaprinast-stimulated GPR35 beta-arrestin translocation – imaging, U2OS, beta-arrestin-GFP, zaprinast agonist, primary screen (AID 2058); U2OS GPR35 beta-arrestin-GFP translocation imaging, zaprinast antagonism; higher % means a stronger effect; inhibition, % at 10 µM; hits with a dose series show IC50 in µM; 0.052% of 290,000 active;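 active = inhibition of at least 50% with at least 30 cells and total cytoplasm GFP at most 10,000,000; inconclusive = under 30 cells or total GFP of 10,000,000 plus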
T cell HTS: modulates CD8 T cell binding to vesicles | AID 2052 | 0.068% of 330,000 active | calls only at 7 µM | 2C CD8+ T cell-vesicle binding, flow cytometry; stronger effect = lower value;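 active = response, share of CD8 T cells binding vesicles, and their 90th percentile fluorescence all below set limits, cut at about 80% in these data, passing the limit was not always enough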
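material = purified 2C TCR transgenic mouse naive CD8+ T cells | controls = Unloaded micro-vesicles (low), QL9 vesicles with 0.7% DMSO (high) | detection = cytometric PE anti-B7-1 and Alexa647 anti-CD8 signals after 1% paraformaldehyde fixation | incubation = binding step 1.5 h, 37 °C, antibody labelling 20 min, ice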
Lipid droplet: modulators of hepatic lipid droplet formation. 0.4% of 240,000 active. AML12 mouse hepatocytes, oleate lipid droplets, BODIPY imaging. inhibition, % at 6.5 µM;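 active = lipid droplet intensity inhibited by at least 50%, with more than 500 cells counted; inconclusive = wells with under 300 cells, treated as cytotoxic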
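Assay system: AML12 hepatocytes (mouse); Probe or stimulus: oleic acid at 100 µM to induce lipid droplet formation; Dosing: compound at 6.5 µM only; Schedule: compound with oleate, overnight; Detection: fluorescence imaging, 20x objective, two fields per well; Measure: % inhibition of lipid droplet signal.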
Large T inhibition: TAg ATPase/helicase activity blockers – biochemical (AID 1903); SV40 large T antigen ATPase/helicase inhibition assay; higher % means a stronger effect; inhibition, % at 20 µM, or IC50 in µM where a hit was titrated; 0.39% of 310,000 active; in the data active = a potency from the dose series; inconclusive = inhibition mostly from about 32% at the one dose, without a potency; inactive = the rest, 99 in 100 with inhibition below about 32%; also: strong numbers were not always called active
NTR1 ag: agonists of NTR1, primary screen, imaging, U2OS cells, beta-arrestin-GFP, high content (AID 493036). NTR1-U2OS beta-arrestin-GFP spot imaging, agonist mode. 0.17% of 330,000 active. activation, % at 20 µM;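 active = activation at or above 40% of the spot to cytoplasm intensity ratio, with at least 20 cells analyzed; inconclusive = wells under 20 cells, flagged as cytotoxic or low count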;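 also: 0% = DMSO without peptide and 100% = 100 nM NTR1 peptide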
Target sequence (P30989 whole entry, looked up): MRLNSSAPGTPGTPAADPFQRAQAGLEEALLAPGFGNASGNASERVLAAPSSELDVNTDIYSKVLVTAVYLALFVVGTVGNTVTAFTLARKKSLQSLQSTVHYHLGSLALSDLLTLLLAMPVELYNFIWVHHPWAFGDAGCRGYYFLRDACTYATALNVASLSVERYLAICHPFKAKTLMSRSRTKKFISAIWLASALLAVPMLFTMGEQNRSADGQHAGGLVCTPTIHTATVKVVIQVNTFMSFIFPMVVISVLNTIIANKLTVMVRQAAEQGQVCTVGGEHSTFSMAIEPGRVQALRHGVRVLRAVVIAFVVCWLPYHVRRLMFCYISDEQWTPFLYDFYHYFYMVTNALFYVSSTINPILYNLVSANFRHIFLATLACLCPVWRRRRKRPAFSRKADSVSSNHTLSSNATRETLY
Rac1 GTP hydrolysis: MgcRacGAP GTPase-activating activity inhibitors, confirmation, biochemical, ADP Hunter fluorescence. MgcRacGAP-stimulated Rac1 GTP hydrolysis, ADP Hunter fluorescence; higher % means a stronger effect; GST-tagged Rac1 F28L mutant substrate. 0.6% of 340,000 active. inhibition, % at 30 µM; hits with a dose series show IC50 in µM;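 active = first-screen hits whose inhibition reached a set limit at any dose in the follow-up dose series; inconclusive = inhibition above the set first-screen limit but never retested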;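 also: fluorescence reports GDP produced by GAP-driven GTP hydrolysis; strong numbers were not always called active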
LYP inhibition: inhibitors of LYP phosphatase, biochemical, fluorescence intensity, uHTS (AID 1779); recombinant LYP phosphatase, fluorescence intensity; higher % means a stronger effect; one-dose inhibition, % at 11.5 µM; IC50 in µM for titrated hits; 0.054% of 290,000 active; in the data active = inhibition above about 50%;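 also: plate controls were vehicle with enzyme for no effect and no enzyme for full effect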
GPR55 beta-arrestin: GPR55 agonists via beta-arrestin recruitment, primary screen, imaging, U2OS cells, beta-arrestin-GFP redistribution (AID 1961) | activation, % at 10 µM; hits with a dose series show EC50 in µM | U2OS GPR55 beta-arrestin-GFP redistribution imaging; higher % means a stronger effect | 0.048% of 290,000 active;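 active = activation above 40% with more than 50 cells counted in the well; inconclusive = wells holding fewer than 50 cells, flagged as toxic or sparse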;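 also: U2OS osteosarcoma cells stably expressing GPR55 and beta-arrestin-GFP; plate controls were DMSO negative control for no effect and LPI positive control for full effect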
Lipid droplet cells 6.5 µM: second read-out of Lipid droplet, no call of its own (marks repeat the call); cell count; measured here: cell count, cytotoxicity flag;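 cells counted across two imaged fields per well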
T cell HTS vesicle-bound %: second read-out of T cell HTS, no call of its own (marks repeat the call); double positive events, %; measured here: CD8+ vesicle-bound cell fraction;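 binding gate set so that unloaded-vesicle control wells show 10% double positive cells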
NTR1 ag cell count 20 µM: also measured in NTR1 ag; calls as there; cell count; measured here: cell count, cytotoxicity flag
Starred values were filed as active, the others as inactive; i = inactive; ? = inconclusive; . = not tested or not shown. Not a hit list; about 1.8% have a hit in one of these screens.

item	Compound	Rac1 GTP hydrolysis	T cell HTS	Large T inhibition	Lipid droplet cells 6.5 µM	Lipid droplet	NTR1 ag cell count 20 µM	GPR55 beta-arrestin	GPR55 LPI antagonism	T cell HTS vesicle-bound %	LYP inhibition	GPR35 arrestin U2OS	NTR1 ag
1	COc1ccc(CNc2ncc(-c3ccc(F)cc3)n2C)cc1OC	57µM*	i	24%	785	-12	63	-0.1%	9%	57	-9%	0%	-0.2
2	N/C(=N\OC(=O)c1cc(Br)ccc1Cl)c1ccccn1	4%	i	6%	646	7	20	.	22%	45	4%	-18%	1.2
3	COc1cccc(OC)c1C(=O)Nc1cc2c(cc1N1CCOCC1)n(C)c(=O)n2C	6%	i	14%	680	12	73	-0.2%	1%	21	-7%	-10%	-0.4
4	O=C(OCC(=O)N1CCN(c2ccccc2)CC1)c1ccc(Cl)cc1[N+](=O)[O-]	8%	i	8%	.	.	105	.	.	50	.	.	2.1
5	Cc1cccc(-c2noc(CN(C)S(=O)(=O)c3cc(Cl)ccc3Cl)n2)c1	-5%	i	4%	696	-4	77	-0.1%	4%	20	-5%	1%	0.3
6	CCOc1ccccc1N1CCN(Cc2cnc(-c3ccccc3)[nH]2)CC1	0%	i	21%	700	12	53	0.2%	2%	52	-6%	-7%	1.0
7	O=C(NCC1CCCO1)c1ccc(N2CCCCC2)nc1 (stereo not given)	6%	i	7%	655	-5	55	0.0%	0%	35	-1%	4%	0.4
8	CC(=O)Nc1ccc(N2N=C(C)C(N=Nc3ccccc3)C2=O)cc1 (stereo not given)	-3%	i	22%	607	-7	76	0.4%	8%	57	-2%	0%	0.3
9	CCN1CCN(CCCNC(=O)CCCn2nc(C)c3sc4ccccc4c3c2=O)CC1	13%	i	13%	706	-60	67	-0.2%	11%	21	-12%	3%	1.0
10	O=C(/C=C/c1ccc([N+](=O)[O-])s1)N1CCN(c2ccccc2)CC1	13%	i	16%	648	-27	61	0.1%	0%	14	-1%	10%	1.4
11	O=C(c1ccccc1)c1nccc2ccccc12	2%	i	4%	708	7	47	0.3%	6%	41	-6%	-11%	1.3
12	COc1ccc(NC(=O)C(NC(=O)c2ccc(=O)[nH]c2)c2ccccc2)cc1 (stereo not given)	5%	i	12%	511	-22	35	0.6%	3%	51	-1%	5%	-0.5
13	CCc1nnc(NC(=O)CSCc2cc(=O)n3ccsc3n2)s1	i	i	8%	705	7	54	-0.1%	-1%	30	-9%	3%	-1.5
14	Cc1sc(N)nc1-c1cccs1	14%	i	?	740	33	94	-0.4%	10%	33	-6%	-6%	-1.1
15	N#Cc1cc2c(nc1SCC(=O)O)CCCCC2	6%	i	12%	728	-4	54	0.3%	11%	42	-4%	8%	0.1
16	COc1ccc(-n2ncc3c(NCCCN4CCOCC4)ncnc32)cc1	7%	i	5%	745	-2	48	-0.1%	-3%	12	-4%	0%	1.7
17	CC(C)OCCCNC(=O)c1cc2c(s1)CS(=O)(=O)C2	-1%	i	-1%	658	-4	56	-0.1%	17%	31	-2%	10%	2.6
18	Cc1ccc(C)n1N1C(=O)/C(=C\c2ccc(Cl)cc2)SC1=S	-5%	i	23%	.	.	83	-0.2%	14%	41	0%	14%	7.3
19	CCc1sc(N2C(=O)C3C4CCC(C4=C(C)C)C3C2=O)nc1-c1ccccc1 (stereo not given)	-6%	i	2%	764	-4	54	0.0%	6%	25	10%	-26%	11
20	CCOc1cc(Br)ccc1S(=O)(=O)N1CCC(C(N)=O)CC1	7%	i	3%	572	-5	63	0.7%	8%	22	2%	-4%	-0.5
21	Cc1cccc(C)c1N1CCN(C(=O)N2CCOCC2)CC1	7%	i	6%	704	0	55	-0.1%	13%	9	-9%	2%	2.2
22	Cc1ccc(C)c(NC(=O)CCC(=O)N/N=C/c2cc([N+](=O)[O-])ccc2O)c1	6%	i	23%	737	0	33	0.6%	3%	59	-5%	2%	0.0
23	Cn1c(=O)n(C)c2cc([N+](=O)[O-])c(N3CCN(C(=O)c4ccc(F)cc4)CC3)cc21	2%	i	13%	761	18	37	-0.1%	1%	19	-3%	8%	0.7
24	COC(=O)C(Cc1ccccc1)NC(=O)C12CC3CC(CC(C3)C1)C2 (stereo not given)	-12%	i	5%	695	18	58	-0.1%	8%	47	-3%	-7%	-2.3
25	COc1ccc(N(CC(=O)Nc2ccc3c(c2)OCCO3)S(=O)(=O)c2c(C)noc2C)cc1	4%	i	5%	.	.	83	-0.1%	4%	8	-3%	-4%	-0.2
26	CCCc1cc(=O)n2[nH]c(Cc3ccccc3)nc2n1	-1%	i	-1%	673	-2	53	0.6%	8%	51	4%	8%	1.5
27	CC(c1ccc(F)cc1)n1cc(C(=O)NCc2ccccn2)nn1 (stereo not given)	5%	i	-1%	675	-8	65	-0.3%	-2%	59	-3%	-9%	1.4
28	CCOc1ccccc1NC(=O)c1ccc(F)c(S(=O)(=O)N2CCC3(CC2)OCCO3)c1	10%	.	4%	.	.	80	0.2%	21%	.	0%	5%	1.6
29	COc1ccc(O/C(=N\S(=O)(=O)c2ccccc2)c2ccccc2)cc1	45µM*	i	17%	658	-27	40	0.6%	2%	32	2%	-1%	0.9
30	O=C(CSc1nccn1-c1ncc(C(F)(F)F)cc1Cl)c1ccc(Cl)cc1	20%	i	8%	.	.	43	0.2%	-2%	13	-4%	7%	0.9
31	O=C(NCCc1csc(-c2cccnc2)n1)c1c(F)cccc1F	10%	i	4%	679	9	56	-0.3%	9%	42	-3%	4%	0.1
32	Cc1noc(NS(=O)(=O)c2ccc(NC(=O)C34CC5CC(C3)CC(n3cnc(Cl)n3)(C5)C4)cc2)c1C	3%	i	16%	500	8	51	0.2%	10%	42	-6%	11%	0.4
33	COc1ccccc1N1CCN(CC(=O)c2c(C)n(C)c3ccccc23)CC1	6%	i	7%	.	.	84	-0.2%	-2%	43	-6%	-4%	-2.0
34	O=C(NNC(=O)c1cc(-c2ccncc2)nc2ccccc12)c1ccccc1O	11%	i	27%	.	.	55	.	.	14	.	.	1.4
35	Cc1cc(Cl)ccc1NNC(=O)c1c(C)noc1C	11%	i	11%	705	-3	47	0.2%	13%	28	-2%	8%	2.1
36	CCCCOc1ccccc1/C=N/NC(=O)CC#N	-1%	i	16%	680	18	41	-0.5%	10%	11	12%	-4%	1.4
37	COC(=O)Cc1cc(=O)n(-c2nc3ccccc3[nH]2)[nH]1	4%	i	8%	749	2	82	-0.2%	-6%	49	5%	1%	0.7
38	COc1ccc(COC(=O)CCN=C2NS(=O)(=O)c3ccccc32)cc1F	3%	i	10%	.	.	52	.	.	56	.	.	-1.1
39	COC(=O)COc1ccc(-c2nn(C)c(=O)c3ccccc23)cc1	8%	i	13%	708	0	46	6.5%	-3%	23	-10%	4%	0.8
40	CC(C)(C)C1CCC(OCC(O)CN2CCN(Cc3ccccc3)CC2)CC1 (stereo not given)	4%	i	-2%	653	-1	84	-0.2%	27%	54	-3%	2%	0.7
41	O=C(Nc1nnc(-c2ccncc2)o1)C1CCCCC1	1%	i	2%	658	21	44	0.2%	5%	38	-5%	-12%	2.2
42	Cc1oc(-c2ccc(Cl)cc2)nc1CN1CCC(C(=O)NCCCN2CCOCC2)CC1	5%	i	16%	.	.	65	0.0%	-18%	6	-11%	-4%	0.4
43	Cc1ccc2nc(-c3ccc(N4C(=O)CC(N5CCN(CCO)CC5)C4=O)cc3)sc2c1 (stereo not given)	9%	i	6%	687	-12	58	-0.2%	23%	8	-4%	23%	0.7
44	O=C(CCS(=O)(=O)c1ccccc1)N1CCN(c2ccccc2F)CC1	7%	i	5%	700	3	51	-0.1%	5%	14	-10%	-12%	-0.2
45	CO/N=C(/CS(=O)c1ccc(Br)cc1)c1ccc(OC)cc1 (stereo not given)	7%	i	-1%	759	-8	51	-0.1%	8%	7	-2%	14%	2.1
46	Cc1c(-c2nnc(-c3ccc(C(F)(F)F)cc3)o2)cnn1-c1ccccc1	14%	i	4%	.	.	53	-0.1%	-8%	61	-5%	2%	-0.8
47	N#CCCN(C(=O)c1ccco1)c1ccccc1	1%	i	-4%	.	.	41	-0.2%	11%	31	-6%	13%	-1.4
